# High-throughput results: PubChem BioAssay, National Center for Advancing Translational Sciences (NCATS)
# FUS suppressor: rescues growth of FUS-expressing yeast | S. cerevisiae FUS-expressing, growth rescue, OD600, 24 h | Potency, µM (highest dose often 76.6 µM), for the others: at the highest dose growth rescue (activation), actives largely listed as activators | 390,000 compounds, 0.24% hits;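 further: potency means the concentration at half of the fitted maximal effect; plate controls were DMSO vehicle for no effect and reference control for full effect; nearly all actives have a fitted effect of over 55% in size; some results filed as inactive show a strong effect at the top dose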
#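 Toxicity suppression screen in FUS-yeast. Cells induced with 2% galactose, starting OD 0.005, treated 24hr at 30C with compounds at multiple final concentrations; growth by OD600.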
# aSyn rescue: rescues yeast growth from alpha-synuclein toxicity | 370,000 compounds, 0.14% hits | AID 652106 | Potency, µM (titrated, usually from 46.1 µM), for the others: at the highest dose growth rescue (activation), usual class: activators | Yeast expressing alpha-synuclein, growth rescue, BacTiter-Glo, 24 h; further: potency means the concentration at half of the fitted maximal effect; % of control where 0% means no effect; nearly all actives have a fitted effect of over 65% in size
#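 Screening used galactose-induced yeast with toxic alpha-synuclein levels, exposed to compound for 24 hr at 30 deg C. Cell growth, read with BacTiter-Glo luminescence, gave the measured signal.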
# EPAC1 antagonist: EPAC1 (human) antagonism; O95398; EPAC1 GEF assay, Rap1b-BODIPY-GDP exchange fluorescence; Potency, µM (highest dose often 115 µM), for the others: at the highest dose activity change, negative = inhibition, most hits filed as inhibitors; 360,000 compounds, 0.14% hits; AID 720709;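 further: potency means the concentration at half of the fitted maximal effect; plate controls were vehicle for no effect and positive control for full effect; nearly all actives have a fitted effect of over 50% in size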
# Target sequence (O95398 whole entry, looked up): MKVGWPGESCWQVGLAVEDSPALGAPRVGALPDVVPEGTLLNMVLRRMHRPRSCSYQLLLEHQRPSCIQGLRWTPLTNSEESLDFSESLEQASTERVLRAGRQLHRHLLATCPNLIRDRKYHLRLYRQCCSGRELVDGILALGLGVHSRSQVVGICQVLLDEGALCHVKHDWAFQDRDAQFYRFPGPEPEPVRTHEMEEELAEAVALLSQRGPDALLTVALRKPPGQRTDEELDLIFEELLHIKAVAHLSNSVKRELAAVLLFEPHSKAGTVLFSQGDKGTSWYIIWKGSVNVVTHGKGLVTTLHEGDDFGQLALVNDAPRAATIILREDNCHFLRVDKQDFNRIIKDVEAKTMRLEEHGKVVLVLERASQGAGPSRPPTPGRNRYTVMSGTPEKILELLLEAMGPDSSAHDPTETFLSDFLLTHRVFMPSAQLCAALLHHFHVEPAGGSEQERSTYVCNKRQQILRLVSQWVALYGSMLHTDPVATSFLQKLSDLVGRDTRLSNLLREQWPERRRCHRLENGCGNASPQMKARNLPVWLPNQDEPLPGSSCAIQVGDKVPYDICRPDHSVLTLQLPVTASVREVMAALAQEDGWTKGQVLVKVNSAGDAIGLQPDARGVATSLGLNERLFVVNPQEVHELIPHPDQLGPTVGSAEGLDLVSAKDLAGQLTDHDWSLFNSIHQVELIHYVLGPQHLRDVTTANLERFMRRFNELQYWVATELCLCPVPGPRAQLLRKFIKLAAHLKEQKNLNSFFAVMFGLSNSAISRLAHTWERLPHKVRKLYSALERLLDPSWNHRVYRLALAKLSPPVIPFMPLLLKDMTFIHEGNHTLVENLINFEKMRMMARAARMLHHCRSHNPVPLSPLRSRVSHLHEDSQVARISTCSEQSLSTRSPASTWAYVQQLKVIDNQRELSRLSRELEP
# EPAC1 ag: agonists of human EPAC1. O95398. EPAC1 agonist qHTS, biochemical assay; response scale: 100% = response to 6.5 mM cAMP. Potency, µM (highest dose often 154 µM), for inactives: top-dose activation, most hits filed as activators. 360,000 compounds, 0.073% hits. AID 720707; further: potency means the concentration at half of the fitted maximal effect; nearly all actives have a fitted effect of over 60% in size
#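 Multi-concentration qHTS readout: loss of Rap1B-bound BODIPY-GDP fluorescence driven by 100 nM EPAC1 with excess GDP (50 uM), monitored kinetically at room temperature; agonist response expressed relative to 6.5 mM cAMP.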
# Abeta rescue: compounds reversing amyloid beta toxicity in yeast | yeast expressing A-beta42, growth rescue, OD600, 48 h; response scale: 0% DMSO, 100% iron-clioquinol control | Potency, µM (top dose mostly 46.1 µM), without a hit: top-dose growth rescue, hits mostly activators | 410,000 compounds, 0.063% hits | AID 1347071; further: potency means the concentration at half of the fitted maximal effect; nearly all actives have a fitted effect of over 55% in size
#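 Growth rescue measured by 600 nm absorbance after 48 h yeast culture at 30 C with compound. Values normalized between DMSO and an equimolar ferric chloride plus clioquinol control.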
# PLK1 PBD block: blocks phosphopeptide binding to human PLK1 polo-box domain; P53350; Plk1 PBD binding of FITC phosphopeptide, fluorescence polarization; Potency, µM, without a hit: max response, negative = inhibition, most hits filed as inhibitors; 360,000 compounds, 2.8% hits; further: potency means the concentration at half of the fitted maximal effect; series mostly up to about 57 µM; on the % scale 0 is the no-effect control and ±100 the full control effect; nearly all actives have a fitted effect of over 65% in size
# WRN helicase inh: inhibitors of human WRN helicase. Potency, µM (top dose mostly 114 µM), inactives show at the highest dose activity change, negative = inhibition, hits mostly inhibitors. 360,000 compounds, 0.46% hits. WRN helicase unwinding, fluorescent forked duplex, kinetic. Q14191; further: potency means the concentration at half of the fitted maximal effect; on the % scale 0 is the no-effect control and ±100 the full control effect; nearly all actives have a fitted effect of over 55% in size
#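 WRN at 20 nM final preincubated with compound 15 min at room temperature; reaction started with 100 nM fluorophore/quencher forked duplex oligonucleotide and 2 mM ATP final. Unwinding followed kinetically by red fluorescence (ex 525, em 598 nm).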
# IL-2 act: activators of IL-2 | IL-2 activation reporter assay, cell-based qHTS; stimulated with anti-CD3/CD4/CD28 beads; in transgenic mouse T cells | activation, % (series mostly up to about 46 µM) | 360,000 compounds, 0.065% hits | AID 652025; in the data active means activation above about 50%; inconclusive means mostly about 30% to 49%; further: 0% is about no effect
#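 Readout: EGFP and DsRed signals by fluorescent plate cytometry. Unstimulated transgenic mouse T cells received compound 60 min before antibody-bead stimulation, then incubated 18 h at 37 degrees C.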
# PI5P4K alpha inh: PI5P4K alpha (human) kinase inhibition; P48426; PI5P4Kalpha enzyme, ADP-Glo luminescence, 60 min; hits give low values; max response, %; 330,000 compounds, 1.2% hits; active means max response of -50% or lower; inconclusive means between -30% and -50%; inactive means -30% or higher; further: value at the top dose of about 77 µM; on the % scale 0 is the no-effect control and ±100 the full control effect
#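 ADP-Glo luminescence end-point read after a 60 min room-temperature kinase reaction of PI5P4Kalpha plus substrate, initiated with ATP at 5 microM final. Buffer: 0.038 M HEPES pH 7.4, EGTA, 0.1% CHAPS, 5% DMSO.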
# An asterisk follows results filed as active; ? = inconclusive; . = not tested or not shown; [ ] = remark or other dose. Unless noted, the call rests on the fitted dose curve; in most records, active means well fitted curve in the direction sought with a large enough effect; inconclusive means small, poorly fitted or top-dose-only effect, or another doubt; inactive means no such curve, though single readings can be large; an effect the other way counts as inactive or inconclusive.
SMILES,FUS suppressor,aSyn rescue,EPAC1 antagonist,EPAC1 ag,Abeta rescue,PLK1 PBD block,WRN helicase inh,IL-2 act,PI5P4K alpha inh
O=C(CCS(=O)(=O)c1ccc(Br)cc1)N1CCN(c2ccccc2Cl)CC1,28%,?,-23%,12%,-12%,0%,-13%,5.4,.
Cc1ccc(OCc2nnc(SC(C)C(=O)O)n2Cc2ccccc2)cc1 (stereo not drawn),13%,-1%,9%,4%,-15%,?,0%,-0.1,-19
COc1ccc(-c2cc3c(nn2)-c2ccccc2C3=O)cc1,-11%,-3%,15%,-3%,-30%,24µM*,-4%,0.1,?
CCc1ccc(-c2cc(C)no2)cc1S(=O)(=O)NCCc1ccccc1,21%,22%,-11%,2%,0%,-4%,-15%,-3.5,8
O=C(CNS(=O)(=O)c1ccc(Cl)cc1)NC1CCCCC1,-23%,1%,-8%,12%,-12%,-1%,-4%,1.2,4
CN(C)S(=O)(=O)c1cc(NC(=O)c2cc(=O)c3ccccc3o2)ccc1Cl,33%,-4%,-8%,4%,-5%,-6%,-25%,-0.6,4
C=CCNC(=O)/C(C#N)=C/c1c(N2CCN(c3cccc(Cl)c3)CC2)nc2c(C)cccn2c1=O,-1%,-6%,3%,-12%,-3%,-3%,4%,0.1,21
CSc1cccc(NC(=O)N2CCc3ccc(NC(=O)c4ccccn4)cc3C2)c1,?,-20%,?,0%,.,0%,-11%,-0.5,0
C[C@@H]1CN([C@@H](C)CO)S(=O)(=O)c2ccc(Br)cc2O[C@H]1CN(C)C(=O)Nc1ccc(C(F)(F)F)cc1,?,-1%,-10%,-11%,-7%,-4%,-10%,-1.2,10
Cc1ccc(-n2nc(-c3ccc(OC(F)(F)F)cc3)cc2N)cc1C,8%,-8%,-16%,11%,24%,0%,-8%,-1.6,4
CCOC(=O)c1sc2ncnc(NCC(c3cccs3)N(C)C)c2c1C (stereo not drawn),31%,3%,0%,0%,1%,-1%,9%,-1.0,.
Cc1ccc(NC(=S)N(CCN(C)C)Cc2cccs2)c(C)c1,0%,1%,-6%,4%,1%,8.4µM*,-16%,-1.6,-26
Cc1sc(C(=O)Nc2ccc3ccccc3c2)cc1CC(=O)O,6%,-9%,1%,1%,-6%,-8%,9%,0.5,1
CCNc1nc(C)nc2c1oc1ccccc12,19%,-1%,5%,7%,-14%,-10%,-3%,-2.2,.
CCCCN(C(=O)COC(=O)CSc1ccc([N+](=O)[O-])cc1)c1c(N)n(CCC)c(=O)[nH]c1=O,17%,-1%,-12%,-3%,-5%,?,-6%,-0.9,-6
CCOc1ccc(NC(=O)CCNC(=O)Cn2ccc3ccccc3c2=O)cc1,19%,0%,-7%,1%,10%,-5%,-1%,8.7,-9
O=C(c1ccc2c(Cl)c3c(nc2c1)CCCC3)N1CCC(N2CCCCC2)CC1,-6%,-1%,-2%,-15%,-11%,-6%,3%,-2.9,-1
Cc1cc(NC(=O)C(C)SCC(=O)N(C)CC(=O)Nc2ccccc2Br)no1 (stereo not drawn),-5%,-4%,16%,8%,12%,-4%,0%,-3.2,4
CCCCn1nnnc1SCC(=O)N1CCOCC1,-13%,-5%,2%,-9%,1%,-6%,12%,-3.5,1
CCc1ccccc1NC(=S)N(Cc1cccnc1)Cc1ccco1,16%,-2%,?,-3%,-10%,-6%,-4%,-4.3,-2
Cc1ccc(N(CC(=O)O)C2SC(=O)NC2=O)cc1 (stereo not drawn),21%,-1%,-24%,8%,-18%,-20%,-4%,-0.2,-1
Cc1ccc(-c2noc(CN3CCN(c4ccccc4F)CC3)n2)cc1,-3%,4%,-14%,0%,?,-2%,-1%,-3.4,7
Cn1c(=O)c2cc(S(=O)(=O)N3CCC(c4ccccc4)CC3)ccc2n(C)c1=O,4%,3%,-3%,-1%,7%,-5%,-6%,-0.3,.
c1ccc(Nc2nc(-c3ccccc3)ns2)cc1,-11%,3%,2%,-6%,7%,4%,-9%,-2.4,15
CC1CCN(S(=O)(=O)c2nnc(NC(=O)c3ccccc3Br)s2)CC1,-10%,0%,-25%,-19%,-1%,-23%,-17%,2.3,10

# The list continues:
SMILES,FUS suppressor,aSyn rescue,EPAC1 antagonist,EPAC1 ag,Abeta rescue,PLK1 PBD block,WRN helicase inh,IL-2 act,PI5P4K alpha inh
COCCn1c(C2CCCCC2)nc2sc3ccccc3c(=O)c2c1=O,4%,4%,-11%,0%,-6%,-3%,7%,-2.4,2
O=C(NNS(=O)(=O)c1ccc(F)cc1)c1cccc(O)c1,8%,1%,7%,3%,-14%,-5%,-2%,-0.8,2
CCS(=O)(=O)c1nc(S(=O)(=O)c2ccc(C)cc2)c(NCCCn2ccnc2)s1,-3%,-3%,4%,5%,-3%,-4%,-3%,-1.2,0
COC(=O)c1ccc(-c2ccco2)n1Cc1nc(-c2ccc(OC)c(OC)c2)oc1C,13%,20%,-7%,16%,1%,-9%,-8%,0.1,-4
CSC(C(=O)c1cc2ccccc2o1)c1ccccc1 (stereo not drawn),13%,-14%,-12%,11%,6%,2%,-11%,0.5,-1
Nc1nnc(SCC(=O)c2cccc([N+](=O)[O-])c2)s1,4%,-3%,-2%,-1%,-6%,?,2%,0.2,-15
CCc1nc2ccc(C(=O)NCCCN3CCCC3=O)cn2c1N(C)C(=O)COc1ccccc1,-14%,-1%,14%,-4%,-2%,-4%,2%,-0.2,2
Cc1nnc(SCc2ccccc2)n1CC1CCCO1 (stereo not drawn),-9%,-11%,10%,-10%,19%,3%,7%,-1.2,-1
CCOC(=O)c1[nH]nc(N)c1NC(=O)c1ccc(Cl)cc1Cl,28%,-6%,-2%,-1%,11%,-3%,5%,0.7,-9
CCN(CC)CCNC(=O)C(=O)NCC1OCCN1S(=O)(=O)c1ccc([N+](=O)[O-])cc1 (stereo not drawn),1%,-9%,2%,-5%,10%,-1%,-2%,3.2,9
COc1ccccc1C1/C(=C(/O)c2ccc(C)cc2)C(=O)C(=O)N1Cc1ccco1 (stereo not drawn),25%,6%,8%,-5%,-46%[inhibitor],-3%,-1%,-4.1,4
O=C(CN1CCC(NC(=O)C2CCCCC2)CC1)Nc1cccc(F)c1,5%,-1%,-12%,-10%,-4%,-5%,-20%,1.0,-6
Cc1cc(=S)[nH]c(=S)[nH]1,-15%,-3%,3%,10%,8%,?,1%,-0.8,-10
CCN(CC(=O)Nc1ccccc1OC)C(=O)CC1CCCC1,10%,-1%,-1%,4%,1%,0%,5%,0.2,3
CN(CC(=O)Nc1ccc(F)cc1)C(=O)Cn1cnc2ccc([N+](=O)[O-])cc2c1=O,0%,4%,-5%,1%,16%,-2%,-11%,-0.1,-7
COc1ccc([C@H]2CC(=O)C[C@@H](CCn3cc(Cc4ccccc4)nn3)O2)cc1,18%,1%,8%,-4%,-9%,1%,8%,-0.4,6
COC(=O)Cn1c(=O)c2c(n(Cc3ccccc3)c1=O)N/C(=C/c1ccc(OC)cc1)C2=O,28%,-5%,1%,-10%,-3%,-8%,-7%,2.4,2
O=C(COC(=O)CCC(=O)c1ccc(F)cc1)NC1CCCCC1,20%,-1%,-9%,-1%,7%,-5%,2%,1.0,0
Cc1ccc(-c2c[n+]3c(n2-c2ccccc2)SCC3)cc1,-13%,-1%,9%,7%,-18%,3%,-1%,-2.3,0
COc1ccccc1Cn1c(=O)c2ccccc2n2c(Sc3ncnc4sccc34)nnc12,?,5%,-9%,12%,14%,0%,-1%,-1.2,.
COC(OC)c1ccnc(-c2ccc(OC(=O)c3ccc(F)cc3)cc2)n1,14%,-2%,7%,-7%,-12%,6%,3%,-1.6,0
O=C(Nc1nnc(-c2ccco2)o1)c1ccc(N2C(=O)CCC2=O)cc1,17%,-4%,-4%,-3%,-3%,-7%,-24%,-2.8,-6
CCN(CC)c1ccc(/C=N/N2CCN(Cc3ccc(C)cc3)CC2)c(O)c1,20%,2%,4%,7%,-5%,-10%,0%,-2.0,.
O=C(NCc1cccnc1)C(=O)Nc1ccc2c(c1)OCO2,7%,3%,-19%,-2%,-7%,-7%,-1%,0.1,-6
COc1ccc2cc(CN(Cc3ccco3)C(c3nnnn3C3CCCCC3)C(C)C)c(=O)[nH]c2c1 (stereo not drawn),-5%,-2%,-3%,9%,-1%,-13%,-35%,2.3,4

# Next section
SMILES,FUS suppressor,aSyn rescue,EPAC1 antagonist,EPAC1 ag,Abeta rescue,PLK1 PBD block,WRN helicase inh,IL-2 act,PI5P4K alpha inh
Cc1cccc(NC(=O)c2cc(S(=O)(=O)N3CCc4ccccc43)cn2C)c1,7%,1%,-13%,-6%,1%,-7%,-4%,2.1,1
CCOC(=O)c1ccc(NC(=O)CC2COc3ccccc3O2)cc1 (stereo not drawn),-6%,1%,-24%,7%,-2%[9.22 µM],-7%,-30%,-0.6,-1
COc1ccc(NC(=O)Nc2sc(NS(=O)(=O)c3ccccc3)nc2C)cc1,16%,3%,-2%,9%,12%,?,-7%,-0.3,-7
CCOC(=O)c1ccc2ncc(C(=O)OCC)c(NCc3ccco3)c2c1,-1%,4%,6%,4%,1%,-3%,-25%,-0.4,-11
CNC(=O)COC(=O)c1c2c(nc3ccccc13)CCC2,1%,-3%,-2%,6%,-3%,-14%,-17%[57.1 µM],2.1,?
CC(C)CN(CC(C)C)C(=O)Nc1ccccc1F,13%,-3%,7%,-3%,4%,-14%,-5%,-2.9,?
O=C(NCc1ccc(Cl)cc1)c1cnn2ccccc12,12%,3%,-5%,-15%,?,1%,-3%,-3.0,4
COCCN1C(=O)C(=O)/C(=C(/O)c2ccc(S(=O)(=O)N3CCOCC3)cc2)C1c1cccc(OC)c1 (stereo not drawn),5µM*,-7%,0%,13%,12%,-9%,-11%,-0.1,-4
